From PubChem
HIV peptide binding: inhibitors of HIV fusion peptide binding, primary screen, biochemical, uHTS, fluorescence dequenching (AID 1986); 290,000 compounds, 0.3% hits; cell-free peptide binding, fluorescence dequenching, 30 min; higher % means a stronger effect; inhibition, % at 20 µM, or IC50 in µM where a hit was titrated; in the data active = inhibition mostly above about 52%, no sharp cut-off; inactive = mostly below about 76%; also: some results filed as inactive read as strong as hits
MgcRacGAP inhibition: MgcRacGAP GTPase-activating activity inhibitors, confirmation, biochemical, ADP Hunter fluorescence. MgcRacGAP-stimulated Rac1 GTP hydrolysis, ADP Hunter fluorescence; higher % means a stronger effect; GST-tagged Rac1 F28L mutant substrate. 340,000 compounds, 0.6% hits. inhibition, % at 30 µM, or IC50 in µM where a hit was titrated;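 active = first-screen hits whose inhibition reached a set limit at any dose in the follow-up dose series; inconclusive = inhibition above the set first-screen limit but never retested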;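 also: fluorescence reports GDP produced by GAP-driven GTP hydrolysis; strong numbers were not always called active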
SV40 large T antigen: TAg ATPase/helicase activity blockers – biochemical (AID 1903); SV40 large T antigen ATPase/helicase inhibition assay; higher % means a stronger effect; inhibition, % at 20 µM; hits with a dose series show IC50 in µM; 310,000 compounds, 0.39% hits; in the data active = a potency from the dose series; inconclusive = inhibition mostly from about 32% at the one dose, without a potency; inactive = the rest, 99 in 100 with inhibition below about 32%; also: strong numbers were not always called active
RSV CPE inhibition: RSV antiviral activity via CPE protection, HEp-2 cells, primary 10 µM value included (AID 2391); HEp-2 cells, RSV-induced CPE inhibition; higher % means a stronger effect; 310,000 compounds, 0.13% hits; CPE inhibition, % at 10 µM; hits with a dose series show IC50 in µM; in the data active = a potency from the dose series; inconclusive = CPE inhibition mostly from about 23% at the one dose, without a potency; inactive = the rest, 99 in 100 with CPE inhibition below about 21%; also: strong numbers were not always called active
Siah-1 displacement: blockers of Siah-1 interaction with plectin peptide – biochemical, fluorescence polarization, rhodamine-plectin, uHTS, primary screen (AID 1817); 290,000 compounds, 0.02% hits; Siah-1 / rhodamine-plectin peptide fluorescence polarization; higher % means a stronger effect; displacement, % at 20 µM, or IC50 in µM where a hit was titrated;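 active = displacement of at least 50% at 20 µM, with a fluorescence ratio check between 0.3 and a set limit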;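 also: plate controls were Siah plus tracer with DMSO for no effect and tracer alone without Siah for full effect; strong numbers were not always called active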
LYP inhibition: inhibitors of LYP phosphatase, biochemical, fluorescence intensity, uHTS (AID 1779); 290,000 compounds, 0.054% hits; recombinant LYP phosphatase, fluorescence intensity; higher % means a stronger effect; inhibition, % at 11.5 µM, or IC50 in µM where a hit was titrated; in the data active = inhibition above about 50%;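 also: plate controls were vehicle with enzyme for no effect and no enzyme for full effect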
XIAP displacement: XIAP antagonists, biochemical, IAP family, fluorescence polarization (AID 1018); XIAP BIR domain, fluorescence polarization peptide displacement; higher % means a stronger effect; displacement, % at 20 µM; hits with a dose series show IC50 in µM; 200,000 compounds, 0.007% hits; in the data active = displacement above about 50%; also: a part of the inactive calls stands beside numbers as strong as those of hits
AID2073: disruptors of CaV2.2 binding to Mint1 – biochemical, HTRF (AID 2073). HTRF protein-protein interaction, Mint1-CaV2.2; higher % means a stronger effect. 290,000 compounds, 0.19% hits. one-dose inhibition, % at 20 µM; IC50 in µM for titrated hits; in the data active = inhibition mostly above about 51%, no sharp cut-off; inconclusive = no clear call, values can overlap the other calls; inactive = mostly below about 53%; also: some results filed as inactive read as strong as hits
NS5 inhibitors: flavivirus cap methylation enzyme inhibition – biochemical, confirmation dose response, primary screen (AID 588689). Dengue-2 NS5 methyltransferase capping enzyme assay, biochemical; higher % means a stronger effect. inhibition, % at 25 µM; hits with a dose series show IC50 in µM. 340,000 compounds, 0.3% hits; in the data active = a potency from the dose series; inconclusive = inhibition above about 29% without an active follow-up result
NS5 inhibitors pilot replicate: second read-out of NS5 inhibitors, no call of its own (marks repeat the call); inhibition, %; measured here: pilot screen replicate inhibition
* = called active by the depositor; ? = inconclusive; / = no result given. This is a random part of the collection; overall some 1.7% were active at least once.

SMILES	HIV peptide binding	MgcRacGAP inhibition	SV40 large T antigen	RSV CPE inhibition	Siah-1 displacement	LYP inhibition	XIAP displacement	AID2073	NS5 inhibitors	others
CCOc1ccccc1Nc1nc2ccccc2n1C(C)C	-0.2%	8%	2%	-1.2%	4%	-3%	-3.2%	7%	0%
O=C(COc1ccc(/C=N/NC(=O)CSCc2ccc([N+](=O)[O-])cc2)cc1)NCc1ccco1	-1.4%	9%	2%	3.3%	-8%	-5%	-2.7%	2%	-6%
CCOC(=O)C1CCN(C(=O)C2CCN(c3ncnc4c3nc3n4CCCCC3)CC2)CC1	0.8%	8%	1%	1.4%	0%	-9%	/	8%	-2%
CC(=O)N1N=C(c2ccco2)CC1c1ccc(C)cc1 (configuration not stated)	23%	5%	24%	2.0%	1%	8%	-1.3%	36%	1%
O=C(NC1CCCCC1)c1cc(-c2cccc(Cl)c2)on1	1.3%	6%	4%	1.9%	2%	-4%	/	7%	-2%
Cc1[nH]c2c(Cl)cccc2c(=O)c1CN1CCCCCC1	-2.7%	4%	24%	-1.6%	0%	-9%	/	6%	0%
Cc1ccc(/C=N/n2cnc3sc4c(c3c2=O)CCCC4)o1	1.3%	15%	1%	2.1%	1%	0%	-5.5%	-3%	-3%
CN1CCSc2ccc(C(=O)Nc3ccc(Cl)cc3)cc21	-0.7%	13%	0%	-1.1%	-1%	-1%	/	37%	-2%
COc1ccc(NC(=S)N(CCN(C)C)C(C)c2ccco2)cc1Cl (configuration not stated)	-0.7%	12%	8%	1.8%	-4%	-4%	-12%	-20%	-3%
O=C(C1CCC(N2C(=O)C3CC=CCC3C2=O)CC1)N1CCCCC1 (configuration not stated)	1.1%	5%	-2%	0.2%	-3%	-4%	-5.2%	21%	-3%
CCOc1ccccc1CN1CCN(Cc2cccc3c2OCO3)CC1CCO (configuration not stated)	-0.6%	10%	10%	0.4%	-1%	3%	-10%	-8%	-2%
Cc1c(C)n(O)c2ccc3nonc3c12	5.0%	25%	22%	8.7%	-4%	-2%	/	-7%	-2%
COc1ccccc1-n1cc(CN2CCN(CC=C(C)C)C(CCO)C2)cn1 (configuration not stated)	-1.3%	10%	23%	-2.1%	0%	-3%	/	1%	-2%
Cc1nn(C)c(=O)n1-c1ccccc1	-0.2%	9%	5%	0.2%	5%	-6%	-0.7%	0%	-2%
O=C(NCC1CCCN(Cc2ccc3nonc3c2)C1)c1cccc(C(F)(F)F)c1 (configuration not stated)	-1.6%	1%	1%	-0.5%	-4%	-4%	-8.4%	1%	-4%
O=C(COc1cccc2c1CCN(Cc1ccc(Br)cc1)C2=O)NCc1ccco1	0.1%	10%	6%	14%	0%	-3%	3.3%	8%	-3%
Cc1ccccc1OCCC(=O)OCC(=O)NC1CCCCC1	/	7%	4%	-1.7%	/	/	/	/	-5%
COc1cc(CN2CCNC(=O)C2CC(=O)NCc2csc(C(C)C)n2)cc(OC)c1 (configuration not stated)	5.5%	6%	12%	0.4%	1%	-3%	0.5%	-10%	0%
O=C(O)C1C2C=CC(O2)C1C(=O)NCCCn1ccnc1 (configuration not stated)	-1.3%	/	1%	2.5%	-5%	-5%	-3.0%	13%	/
CSc1ncc(C(=O)Nc2cccc(Cl)c2)c(C)n1	0.9%	8%	0%	1.2%	2%	-7%	/	13%	-16%
COCC(=O)OCC(=O)Nc1cc(C)c(C)cc1[N+](=O)[O-]	0.3%	3%	5%	1.4%	-2%	-5%	-4.9%	-2%	5%
CC1CCN(S(=O)(=O)c2ccc(NC(=O)CNC3CCCCC3)cc2)CC1	0.9%	4%	-1%	2.4%	0%	-8%	/	6%	4%
CCOC(=O)CSc1nnc(-c2cccc(Br)c2)o1	0.9%	11%	5%	1.3%	13%	4%	-4.7%	-14%	-4%
CCOc1ccc2oc(=O)cc(C)c2c1	1.8%	7%	5%	6.1%	6%	-6%	-11%	2%	/
COc1ccc(OC)c(/C=N/NC(=O)c2[nH]nc3c2CCc2ccccc2-3)c1	-0.1%	-1%	14%	5.4%	8%	-7%	-2.4%	15%	-4%

Copied from the results shown for reference:
SMILES	HIV peptide binding	MgcRacGAP inhibition	SV40 large T antigen	RSV CPE inhibition	Siah-1 displacement	LYP inhibition	XIAP displacement	AID2073	NS5 inhibitors	others
CCOc1ccccc1Nc1nc2ccccc2n1C(C)C	-0.2%	8%	2%	-1.2%	4%	-3%	-3.2%	7%	0%
O=C(COc1ccc(/C=N/NC(=O)CSCc2ccc([N+](=O)[O-])cc2)cc1)NCc1ccco1	-1.4%	9%	2%	3.3%	-8%	-5%	-2.7%	2%	-6%
CCOC(=O)C1CCN(C(=O)C2CCN(c3ncnc4c3nc3n4CCCCC3)CC2)CC1	0.8%	8%	1%	1.4%	0%	-9%	/	8%	-2%
CC(=O)N1N=C(c2ccco2)CC1c1ccc(C)cc1 (configuration not stated)	23%	5%	24%	2.0%	1%	8%	-1.3%	36%	1%
O=C(NC1CCCCC1)c1cc(-c2cccc(Cl)c2)on1	1.3%	6%	4%	1.9%	2%	-4%	/	7%	-2%
Cc1[nH]c2c(Cl)cccc2c(=O)c1CN1CCCCCC1	-2.7%	4%	24%	-1.6%	0%	-9%	/	6%	0%
Cc1ccc(/C=N/n2cnc3sc4c(c3c2=O)CCCC4)o1	1.3%	15%	1%	2.1%	1%	0%	-5.5%	-3%	-3%
CN1CCSc2ccc(C(=O)Nc3ccc(Cl)cc3)cc21	-0.7%	13%	0%	-1.1%	-1%	-1%	/	37%	-2%
COc1ccc(NC(=S)N(CCN(C)C)C(C)c2ccco2)cc1Cl (configuration not stated)	-0.7%	12%	8%	1.8%	-4%	-4%	-12%	-20%	-3%
O=C(C1CCC(N2C(=O)C3CC=CCC3C2=O)CC1)N1CCCCC1 (configuration not stated)	1.1%	5%	-2%	0.2%	-3%	-4%	-5.2%	21%	-3%
CCOc1ccccc1CN1CCN(Cc2cccc3c2OCO3)CC1CCO (configuration not stated)	-0.6%	10%	10%	0.4%	-1%	3%	-10%	-8%	-2%

Further results follow:
SMILES	HIV peptide binding	MgcRacGAP inhibition	SV40 large T antigen	RSV CPE inhibition	Siah-1 displacement	LYP inhibition	XIAP displacement	AID2073	NS5 inhibitors	others
Cc1ccn(-c2ccc([N+](=O)[O-])cc2)n1	0.9%	3%	-3%	3.8%	0%	9%	-2.8%	5%	-10%	NS5 inhibitors pilot replicate=1.8
Cc1ccccc1OC/C(O)=C(\C#N)c1nc2ccccc2[nH]1	-4.0%	3%	-4%	1.2%	4%	-4%	-4.6%	15%	-3%
CCc1ccc(CNC(=O)CCc2cn(C)c3ccccc23)cc1	-1.3%	-1%	6%	2.6%	1%	4%	/	20%	-13%
CN(CCOc1ccccc1)C(=O)c1cc([N+](=O)[O-])ccc1N1CCOCC1	/	6%	6%	1.0%	/	/	/	/	-4%
COc1ccc(N=C2NC(=O)C(CC(=O)NCCc3ccc(OC)c(OC)c3)S2)cc1 (configuration not stated)	-0.4%	2%	5%	-1.0%	4%	-7%	-4.6%	4%	-4%
CC(C)NC(=O)COc1cccc2ccccc12	-1.0%	6%	10%	2.4%	5%	-10%	-1.1%	-8%	0%
CN(c1ccccc1)c1ccc(/C=C(\CCC(=O)O)c2nc3ccccc3s2)cc1[N+](=O)[O-]	65%*	6%	9%	?	18%	10%	3.2%	55%*	26%
CCOc1cc(-c2sc(Nc3ccccc3)n[n+]2-c2ccc(F)cc2)ccc1OC	1.4%	7%	16%	-1.2%	4%	0%	/	-2%	-8%
Cc1nc(S(=O)(=O)c2cccc(Cl)c2)nc2c1CCC2	0.7%	5%	3%	1.3%	0%	-8%	-6.3%	-11%	4%
CCOC(=O)C(=CNc1cc(C)ccc1C)C(=O)OCC	7.0%	5%	10%	1.6%	-1%	-4%	-0.2%	0%	-10%	NS5 inhibitors pilot replicate=2.4
O=C(CCNC(=O)Cn1ccc2ccccc2c1=O)NCCN1CCN(c2cccc(Cl)c2)CC1	-0.2%	10%	1%	4.4%	-2%	-7%	-0.5%	-3%	-6%
Cc1nn(-c2ccccc2)c2c1C1(C(=O)Nc3ccccc31)N1C(=N2)Sc2ccccc21 (configuration not stated)	2.8%	8%	7%	60%	4%	11%	-8.8%	16%	0%
Cc1nnc(SCC(=O)NNC(=O)c2ccc(Cl)cc2)s1	-0.4%	6%	-6%	-0.5%	-5%	-10%	/	8%	1%
CCN(CC)CCCNC(=O)Cn1cnc2ccc(S(=O)(=O)N3CCC(C)CC3)cc2c1=O	-0.4%	-4%	-7%	-0.8%	8%	-8%	-0.6%	-4%	-1%
CC(OC(=O)c1cc(-c2cccnc2)nc2ccccc12)C(=O)Nc1ccc2ccccc2c1 (configuration not stated)	2.0%	5%	8%	3.8%	4%	2%	0.9%	23%	2%
CCCc1cc(C(=O)NCc2ccccc2)no1	0.2%	7%	1%	0.0%	-8%	4%	0.2%	-3%	-9%
CCc1csc(CNC(=O)C2CCC(=O)N(Cc3cccc(F)c3)C2)n1 (configuration not stated)	0.8%	7%	10%	0.8%	9%	-9%	/	9%	0%
c1ccc2c(c1)ccc1ncccc12	0.5%	-15%	10%	6.6%	5%	0%	-5.2%	4%	-4%
CC(C)NC(=S)N/N=C/c1cccnc1	-1.3%	1%	8%	2.4%	14%	-4%	/	-2%	-5%
COc1cccc(CN2CC(C(=O)NCCOc3cccnc3)CCC2=O)c1 (configuration not stated)	-1.0%	-12%	5%	0.1%	2%	-11%	/	6%	0%
COc1cc(CNCCN2CCOCC2)ccc1OCc1cccc(Cl)c1	0.1%	8%	22%	-3.5%	1%	-3%	-2.6%	11%	1%
O=C(CSc1ccc(Cl)cc1)Nc1ccccc1N1CCN(C(=O)c2ccc(Cl)cc2)CC1	2.0%	4%	-9%	18%	8%	2%	-1.2%	15%	3%
CCOc1ccc(-n2c(SCC(=O)Nc3ccc4c(c3)OCCO4)nc3c(c2=O)SCC3)cc1	0.8%	6%	15%	2.0%	-4%	2%	-6.7%	27%	-1%
CC(C)(C)c1ccc(/C=N/NC(=O)c2ccccn2)cc1	0.5%	6%	21%	6.9%	1%	5%	-4.5%	-4%	-8%
CCn1c(CCCCc2n[nH]c(=S)n2CC)n[nH]c1=S	-0.5%	5%	13%	0.6%	7%	-6%	-4.5%	19%	-7%
O=C(Nc1ccccc1)O/N=C/c1ccc(F)cc1	-1.6%	6%	2%	2.1%	-4%	-4%	/	17%	1%
CCOC(=O)C1=C(C)Nc2ccccc2N=C1NC(=O)Cc1ccc(OC)cc1	-1.2%	7%	5%	0.4%	3%	-5%	-1.9%	6%	-6%
C/C(=N\NC(=O)c1ccn(C)n1)c1ccc(NC(=O)C2CCCC2)cc1	-0.4%	6%	28%	2.1%	3%	-2%	-5.6%	-5%	-1%
CC1=C(C(=O)NCc2ccccc2)C(c2ccc(C)o2)n2ncnc2N1 (configuration not stated)	-2.1%	5%	8%	3.6%	-1%	-7%	-2.6%	6%	1%
CC(C)C1=C2CCCCC2NC(=O)N1 (configuration not stated)	-0.5%	3%	8%	1.4%	3%	-3%	-0.9%	2%	14%
